# Source: PubChem
# Growth percent in the NCI-60 one-dose screen (48 h, 10 µM unless noted): 100 = growth as untreated, 0 = no growth, -100 = all killed.
# SNB-75: SNB-75 CNS cancer; 79,000 compounds, 5% hits; AID 1794750
# NCI-H23: NCI-H23 lung cancer | AID 1794731 | 80,000 compounds, 4% hits
# U251: U251 CNS tumor cells. 80,000 compounds, 5.4% hits
# SNB-19: SNB-19 CNS cancer cells; 81,000 compounds, 2.5% hits
# SF-295: SF-295 CNS cancer cells. 79,000 compounds, 5.6% hits. AID 1794758
# CAKI-1: CAKI-1 renal cancer; 75,000 compounds, 4.7% hits
# SF-539: SF-539 CNS cancer. 81,000 compounds, 6.8% hits
# SF-268: SF-268 CNS cancer cells; 82,000 compounds, 3.1% hits; AID 1794759
# A498: A498 renal cancer cells; 76,000 compounds, 5.4% hits
# Numbers without * were called inactive; · = no result given; & = joins results of further samples. The calls were made as follows: active = growth percent below 10; inactive = the rest.
# Start of the listing, in advance, eleven compounds:
SMILES,SNB-75,NCI-H23,U251,SNB-19,SF-295,CAKI-1,SF-539,SF-268,A498
Nc1ccc(CCCl)cc1,94,96,81,95,107,·,107,95,76
O=C(CCl)NCCOc1ccc(Cl)cc1Cl,47,85,85,88,44,81,83,95,80
COc1ccc(C=Nc2ccc([N+](=O)[O-])cc2)cc1,98,105,100,102,94,73,98,92,80
CCOC(=O)CC1(C)c2nc(NC(C)=O)sc2Cc2sc(NC(C)=O)nc21,131&85,107&99,111,111,99&108,97&85,107&103,108,113
Cc1ccc(-c2c(-c3nc4ccccc4s3)c(N)nc3c(N=Nc4ccccc4)c(N)nn23)cc1,91,89,89,86,82,79,84,98,98
CCOC(=O)N1CCC2(CC1)NC(=O)c1ccccc1N2,87,101,108,110,100,99,114,114,85
CCCCCCCCCCCCOC(=O)OC1CCC2(C)C(=CCC3C2CCC2(C)C(C(C)CCCC(C)C)CCC32)C1 (stereo not given),77,106,98,107,99,93,108,94,113
Nc1nn(C(=O)c2ccc(Cl)cc2)cc1-c1ccc(Cl)cc1,72,88,88,93,102,97,93,95,84
O=C(NNC(=O)c1ccc(NC(=O)c2ccccn2)cc1)Nc1ccccc1,81,93,83,86,96,93,63,95,89
CCCCCCCCN(CC)CC,·,105,104,98,·,·,105,113,119
N#Cc1nc(-c2ccccc2)oc1S(=O)(=O)N1CCCCC1,95,·,95,96,107,17,77,110,90

# The listing, repeating the preview:
SMILES,SNB-75,NCI-H23,U251,SNB-19,SF-295,CAKI-1,SF-539,SF-268,A498
Nc1ccc(CCCl)cc1,94,96,81,95,107,·,107,95,76
O=C(CCl)NCCOc1ccc(Cl)cc1Cl,47,85,85,88,44,81,83,95,80
COc1ccc(C=Nc2ccc([N+](=O)[O-])cc2)cc1,98,105,100,102,94,73,98,92,80
CCOC(=O)CC1(C)c2nc(NC(C)=O)sc2Cc2sc(NC(C)=O)nc21,131&85,107&99,111,111,99&108,97&85,107&103,108,113
Cc1ccc(-c2c(-c3nc4ccccc4s3)c(N)nc3c(N=Nc4ccccc4)c(N)nn23)cc1,91,89,89,86,82,79,84,98,98
CCOC(=O)N1CCC2(CC1)NC(=O)c1ccccc1N2,87,101,108,110,100,99,114,114,85
CCCCCCCCCCCCOC(=O)OC1CCC2(C)C(=CCC3C2CCC2(C)C(C(C)CCCC(C)C)CCC32)C1 (stereo not given),77,106,98,107,99,93,108,94,113
Nc1nn(C(=O)c2ccc(Cl)cc2)cc1-c1ccc(Cl)cc1,72,88,88,93,102,97,93,95,84
O=C(NNC(=O)c1ccc(NC(=O)c2ccccn2)cc1)Nc1ccccc1,81,93,83,86,96,93,63,95,89
CCCCCCCCN(CC)CC,·,105,104,98,·,·,105,113,119
N#Cc1nc(-c2ccccc2)oc1S(=O)(=O)N1CCCCC1,95,·,95,96,107,17,77,110,90
COc1cccc(-n2nnc(-c3nc(-c4cccs4)no3)c2N)c1,107,93,93,104,98,94,106,123,74
CCCn1cnc2c(c1=N)C(c1ccc(F)cc1)c1sc3c(C)cccc3c1O2 (stereo not given),-4.4*,26,24,22,-0.7*,29,-27*,54,-20*
CC(=O)N1N=C(C2C(=O)N(C)C(=O)N(C)C2=O)CC1c1ccccc1C(=O)O (stereo not given),95,98,104,106,112,95,104,97,92
N#Cc1c(C(C#N)C#N)nc2sc3cc(Cl)c(Cl)cc3n2c1=N,81,98,102,103,112,92,91,106,153
CCN(CC)c1nc2sc3cc(Cl)ccc3n2c(=N)c1C#N,24,70,82,75,16,64,107,63,97
O=C1CC2CC=CCN2C=C1NC(=O)C1CCCCC1 (stereo not given),84,100,99,111,97,94,96,98,133
O=c1c(-c2nc3ccccc3[nH]2)cc2ccccc2n1Cc1cn(Cc2ccc([N+](=O)[O-])cc2)nn1,67,84,92,84,93,92,66,69,72
N#Cc1nc(-c2ccccc2)oc1N1CCOCC1,70,105,95,95,99,79,99,92,82
BrCc1c(CBr)c(CBr)c(CBr)c(CBr)c1CBr,104,104,108,110,103,99,109,115,104
Cc1nc2c(=O)[nH]c(SCC(=O)Nc3cccc(Cl)c3)nc2[nH]c1=O,94,99,107,101,106,88,103,99,122
COc1ccc(-c2cc(-c3ccccc3)nc(-c3cccc([N+](=O)[O-])c3)c2)cc1,123,97,98,118,98,96,·,104,116
O=C(/C=C/c1ccccn1)c1ccccc1,66,84,-31*,62,87,·,68,85,79
Nc1nc(N)c2c(n1)CCCC2,107,103,95,99,101,99,109,106,130
Cc1nn(-c2ccccc2)c2c1N=c1s/c(=C\c3cn(-c4ccccc4)nc3-c3ccc(Cl)cc3)c(=O)n1CN2,78,79,105,105,125,91,97,111,124
# Next entries follow:
SMILES,SNB-75,NCI-H23,U251,SNB-19,SF-295,CAKI-1,SF-539,SF-268,A498
COc1ccc2[nH]cc(-c3noc(C(=O)c4cn(C)c5ccc(Br)cc45)n3)c2c1,85,104,104,104,100,85,98,104,118
O=C1CCCC(=O)O1,90,105,97,100,97,96,104,103,·
NNC(=S)N/N=C/c1ccco1,89,97,113,97,122,124,112,116,120
CS(=O)(=O)c1ccc(-n2nc(-c3ccc(Br)cc3)c3ccccc3c2=O)cc1,71,95,97,92,94,99,96,95,81
CCOC(=O)CCC(NC(=O)OCc1ccccc1)C(=O)NC(CCC(=O)OCC)C(=O)NNC(=O)OC(C)(C)C (stereo not given),85,99,102,107,97,93,103,100,111
Cc1cc(=O)n2nc(SCc3nnc4n(Cc5ccccc5)c(=O)c5c6c(sc5n34)CCCC6)sc2n1,102,101,95,74,79,89,98,74,109
O=C(N/N=C/c1ccccc1O)Nc1nn[nH]n1,86,106,104,97,102,95,97,113,95
O=C(NCCc1ccccn1)OCc1nc2nc(Cl)nc(N3CCOCC3)c2[nH]1,2.6*,38,16,37,91,7.5*,-13*,24,-9.0*
CC(C)C(C#N)(C(=O)O)C(C)C,98,94,99,99,97,95,107,105,108
COc1ccc(-c2cc(-c3nc(OC)nc(OC)n3)on2)cc1,109,106,·,104,110,95,117,106,84
CC(C)CN1C(=O)C(O)(CC(=O)c2cc3ccccc3oc2=O)c2ccccc21 (stereo not given),92,95,66,86,96,75,48,95,134
CCOC(=O)c1csc(C2OC(COC(=O)c3ccccc3)C(OC(=O)c3ccccc3)C2OC(=O)c2ccccc2)n1 (stereo not given),93,102,95,90,·,86,106,112,94
COc1ccc2c(c1)c(-c1nnc(N)nc1-c1cn(C)c3ccc(Br)cc13)cn2C,60,86,97,84,102,71,90,99,74
N=C(N)SCc1ccccc1 (tested in a mixture with another compound),96,102,96,101,86,95,103,98,128
COc1cc(C2C(C#N)=C(c3c[nH]c4ccccc34)Nc3nc(N)[nH]c(=O)c32)cc(OC)c1OC (stereo not given),80,81,74,67,98,95,48,88,90
CSc1ccc(C(=NNS(=O)(=O)c2ccc(C)cc2)c2ccccc2)cc1,93,100,106,100,103,89,101,100,107
CCC(=O)CC1(C(=O)OC)NC(=S)NC(=O)C1C#N (stereo not given),96,106,102,100,102,94,100,103,99
COc1cc(-c2nc(-c3nnc(-c4ccc(N(C)C)cc4)o3)c3ccccn23)cc(OC)c1OC,83,74,74,89,·,59,85,74,84
O=C1C=CC(=O)N1c1cccc2c(N3C(=O)C=CC3=O)cccc12,91,93,100,114,137,·,98,89,115
COc1ccc(-c2nc3ccccn3c2-c2nnc(-c3ccc(OC)c(OC)c3)o2)cc1,88,95,114,103,84,100,89,·,102
Cc1c(-c2csc(N)n2)nnn1-c1ccc([N+](=O)[O-])cc1,101,98,100,97,104,100,91,103,102
CCOC(=O)C(C)(C(=O)OCC)c1cccc2ccccc12,91,99,99,99,97,·,100,100,79
O=C(Nc1cc(Br)ccn1)c1cc2cc(Nc3nc(-c4ccccc4)nc4ccccc34)ccc2oc1=O,92,99,107,107,108,·,105,112,112
Cn1c(=O)c2[nH]c(Cc3cccc(O)c3)nc2n(C)c1=O,86,104,107,106,102,·,94,·,·
O=C1C=C(Nc2ccccc2)C(=O)C=C1Nc1ccccc1,97,103,102,·,103,97,108,98,104
# New compounds follow.
SMILES,SNB-75,NCI-H23,U251,SNB-19,SF-295,CAKI-1,SF-539,SF-268,A498
Cc1cc(C)cc(NC2=C(Cl)C(=O)c3nc(C)ccc3C2=O)c1,96,22,90,76,77,90,71,85,88
N#Cc1c(-c2ccc(F)cc2)nc(SCc2ccc([N+](=O)[O-])cc2)[nH]c1=O,102,94,86,106,90,89,92,96,114
N#Cc1c(-c2ccc(Cl)cc2Cl)c2c(N)nn(-c3ccccc3)c2oc1=O,90,100,93,96,105,95,99,94,106
NS(=O)(=O)c1ccc(C(=O)N/N=C(\CS(=O)(=O)c2ccccc2)c2cc3cc(Br)ccc3o2)cc1,56,81,96,70,101,90,81,73,·
COc1ccc(S(=O)(=O)N2CCC(c3nc(/C=C4/C(=O)Nc5ccccc54)c4ccccn34)CC2)cc1,58,59,59,68,89,105,62,36,137
CC(C)(C)c1ccc(CN2C(=O)c3c(ccc(O)c3-c3ccc(C(F)(F)F)cc3)C2C(=O)O)cc1 (stereo not given),95,100,82,108,93,96,104,102,107
COc1cccc(-c2ccc3c(c2)NC(=O)/C3=C\c2ccc[nH]2)c1,44,31,83,82,62,28,45,81,·
CSc1nc(N)n(/N=C(\C)c2cccc(N)c2)c(=O)c1C#N,100,·,121,95,98,99,99,110,·
COC(=O)CC[C@H](C)[C@H]1CC[C@H]2[C@@H]3CC[C@@H]4C(c5nc6ccc(Cl)cn6c5NC(C)(C)C)=C(Cl)CC[C@]4(C)[C@H]3CC(=O)[C@]12C,47,66,79,83,67,29,81,70,93
COc1ccc2[nH]cc(-c3nnc(N)nc3-c3cn(C)c4ccc(F)cc34)c2c1,78,95,93,94,103,90,94,104,90
COc1ccc(C(C)=O)cc1N,92,98,99,96,101,100,97,98,105
CC1(C)C(=O)CC[C@@]2(C)[C@@H]3CC[C@@](O)(C(C)(C)O)C=C3CC[C@H]12,84,105,96,99,98,84,105,100,102
COc1ccc(C2=NN(C(C)=O)C(c3ccc(N4CCOCC4)cc3)C2)cc1OC (stereo not given),92,98,97,93,100,104,98,100,105
CC(C)(C)CN=C(N)N,88,·,·,105,94,90,91,109,91
O=C(O)c1cccc(O)c1C(=O)O,100,95,89,101,99,101,92,102,85
COc1cc(OC)cc(-c2nn(CC(=O)N3CCc4ccccc4C3)c3ncnc(N)c23)c1,88,100,93,84,95,77,82,91,70
CCOC(=O)C1=C(c2ccccc2)N(C)C(=O)NC1c1ccc2c(c1)OCO2 (stereo not given),69,100,98,95,104,94,97,107,101
COC(=O)c1ccc(-n2cc(CCCOS(=O)(=O)c3ccc(C(=O)OC)cc3)nn2)cc1,90,102,98,95,100,88,102,96,100
O=c1ccc(=O)n(-c2ccccc2)[nH]1,102,99,95,95,98,102,108,106,94
CC(C)CCC[C@@H](C)[C@H]1CC[C@H]2[C@@H]3CC[C@H]4C/C(=N/O)CC[C@]4(C)[C@H]3CC[C@]12C,97,107,97,104,101,97,109,110,98
c1ccc(CNc2nc(NCc3ccccn3)c3ccccc3n2)nc1,83,108,110,98,97,90,103,100,109
CC12CCC3c4ccc(O)cc4CCC3C1CCC2O (stereo not given),106,98,107,105,98,100,113,100,61
O=c1[nH]c(-c2ccc(O)cc2)nc2n[nH]c(Nc3ccccc3)c12,52,82,53,·,65,35,45,62,40
CCCCCCCCS(=O)C(C)Cc1ccc2c(c1)OCO2 (stereo not given),88,110,116,112,101,107,119,105,139
CCOC(=O)/C(Cc1ccnc2ccccc12)=N/O,89,94,94,·,100,85,93,98,74
# Next section
SMILES,SNB-75,NCI-H23,U251,SNB-19,SF-295,CAKI-1,SF-539,SF-268,A498
CN1CC2(SC(=Nc3ccccc3)N(Nc3ccccc3)C2=O)C2(C1)C(=O)N(C)c1ccccc12 (stereo not given),57,96,96,97,98,60,92,74,107
Cc1ccccc1C(=O)NN,91,104,104,105,106,98,114,120,117
O=C1C=CC(=O)N1c1ccc(Cl)cc1,101,99&98,92&102,120&104,103&106,100&95,104&114,119&118,115&123
Clc1ccc2c(c1)N(c1ncnc3ccc(-c4cnc5[nH]ccc5c4)cc13)CC2,3.7*,41,41,38,20,31,28,40,8.5*
O=C(Nc1cccc(Cl)c1)C1=NCCCCN1,91,87,100,94,104,91,107,97,104
CSc1nn2c(=O)c3ccccc3nc2s1,73,104,96,103,95,92,96,100,99
O=C(O)c1ccc(-n2cc(CNc3ccccc3)c(-c3cc(C(F)(F)F)cc(C(F)(F)F)c3)n2)cc1,62,81,73,80,76,62,80,91,90
CCOc1ccccc1-c1cc(-c2cccc(Cl)c2)c(C#N)c(=O)[nH]1,45,89,89,82,86,56,73,76,83
CC(C)(O)c1ccccc1,117,97,99,102,107,105,103,101,104
COc1ccc(C(=O)c2sc3nc(-c4ccccc4)cc(-c4ccc(F)cc4)c3c2N)cc1OC,79,99,90,95,93,87,·,90,80
C=CCc1ccccc1OC,90,109,96,100,96,95,104,107,84
COCc1cc(C(C)(C)C)c(O)c(C(C)(C)C)c1,·,104,107,107,122,94,107,105,99
O=S(=O)(c1ccc(Br)cc1)N1CCN(c2nccc(-c3c(-c4cccc(F)c4)nc4sccn34)n2)CC1,80,83,97,90,101,67,103,63,·
COc1ccc(-c2ccc(-c3ccc(-c4ccc(C(=N)N)cc4)s3)s2)cc1,·,110,100,94,100,90,92,93,92
CCCCOC(=O)c1[nH]cnc1/N=N\N(C)C,90,·,·,103,95,92,94,99,89
N#Cc1c(Oc2ccccc2Cl)nc2sc3cccc(Cl)c3n2c1=N,95,94,102,102,111,87,104,106,·
COC(=O)c1ccccn1,99,105,96,97,104,96,102,100,91
